Source: PubChem BioAssay
inhibitors of VEEV – inhibitors of VEEV TC-83 cytopathic effect, confirmation, Vero cells (AID 588727). inhibition, % at 20 µM, or IC50 in µM where a hit was titrated. Vero cells, VEEV TC-83 cytopathic effect inhibition; higher % means a stronger effect. 350,000 compounds, 0.13% hits; in the data active = a potency from the dose series; inconclusive = inhibition mostly from about 14% at the one dose, without a potency; inactive = the rest, 99 in 100 with inhibition below about 12%; note: strong numbers were not always called active
H37Rv inhibition – M. tuberculosis growth inhibition, HTS (AID 449762). M. tuberculosis H37Rv growth inhibition, 7H9 media; higher % means a stronger effect. 330,000 compounds, 0.59% hits. inhibition, % at 25 µM, or IC50 in µM where a hit was titrated; in the data active = a potency from the dose series; inconclusive = inhibition above about 70% without an active follow-up result;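 note: bacterial growth assessed after seven days of incubation; strong numbers were not always called active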
influenza NS1A – H1N1 influenza NS1A inhibitors, functional cell based assay (AID 504329). NS1A functional cell-based assay, percent inhibition; higher % means a stronger effect. 340,000 compounds, 0.3% hits. one-dose inhibition, % at 12.5 µM; IC50 in µM for titrated hits; in the data active = a potency from the dose series; inconclusive = inhibition above about 27% without an active follow-up result; note: strong numbers were not always called active
M. tuberculosis – growth inhibition of non-replicating M. tuberculosis (AID 488890); Mycobacterium tuberculosis non-replicating, growth inhibition; higher % means a stronger effect; inhibition, % at 25 µM, or IC50 in µM where a hit was titrated; 320,000 compounds, 0.39% hits; in the data active = a potency from the dose series; inconclusive = inhibition mostly from about 82% at the one dose, without a potency; inactive = the rest, 99 in 100 with inhibition below about 76%;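 note: plate controls were DMSO cells for no effect and high antibiotic wells for full effect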
Salmonella PhoP GFP – Inhibition of PhoP regulon, Salmonella typhi GFP reporter cells, confirmation, 4 h (AID 1850) | Salmonella Typhi PhoP-promoter GFP reporter, fluorescence, 4 h; higher % means a stronger effect | inhibition, % at 50 µM, or IC50 in µM where a hit was titrated | 310,000 compounds, 0.33% hits; in the data active = a potency from the dose series; inconclusive = inhibition mostly from about 25% at the one dose, without a potency; inactive = the rest, 99 in 100 with inhibition below about 19%;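 note: 0% = induced wells with vehicle and 100% = uninduced wells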
inhibitors of VEEV 10K pilot screen – also measured in inhibitors of VEEV; calls as there; inhibition, %; measured here: 10K pilot screen inhibition
Active calls of the source: *.

What do the screens show for `CS(=O)(=O)N1CCN(C(=O)Nc2ccccc2)CC1`?
inhibitors of VEEV: 0.3%; H37Rv inhibition: -4%; influenza NS1A: 2%; M. tuberculosis: -7%; Salmonella PhoP GFP: -1%; inhibitors of VEEV 10K pilot screen: 0.9

What do the screens show for `Cc1cc([N+](=O)[O-])cc2c1NCC1CC=CC21` (stereo not given)?
inhibitors of VEEV: inactive; H37Rv inhibition: 10%; influenza NS1A: 2%; M. tuberculosis: 50%; Salmonella PhoP GFP: -2%

How did CCOC(=O)N1CCC2(CC1)C(C#N)=C(N)Oc1c2sc2nc(C)cc(C)c12 do in these assays?
inhibitors of VEEV: 6.5%; H37Rv inhibition: 8%; influenza NS1A: 0%; M. tuberculosis: 27%; Salmonella PhoP GFP: -16%

Results for COc1ccc(COC(=O)CCS(=O)(=O)c2ccc(C)cc2)cc1F ?
inhibitors of VEEV: inactive; H37Rv inhibition: 0%; influenza NS1A: -5%; M. tuberculosis: inconclusive; Salmonella PhoP GFP: -5%

What do the screens show for `CCn1ncc(C2=NOC(C(=O)Nc3ccc4c(c3)OCO4)C2)c1C` (stereo not given)?
inhibitors of VEEV: 3.7%; H37Rv inhibition: -8%; influenza NS1A: 2%; M. tuberculosis: 7%; Salmonella PhoP GFP: 1%

What do the screens show for `Cc1nnsc1C(=O)Nc1ccccc1`?
inhibitors of VEEV: 1.0%; H37Rv inhibition: -5%; influenza NS1A: -1%; M. tuberculosis: -10%; Salmonella PhoP GFP: -8%

How did COc1cc(NC(=O)Cc2c(C(=O)O)n(C)c3ccccc23)cc(OC)c1OC do in these assays?
inhibitors of VEEV: 0.8%; H37Rv inhibition: -4%; influenza NS1A: 0%; M. tuberculosis: -10%; Salmonella PhoP GFP: 9%

Results for CCC(C)NC(=O)c1cc(CC(C)C)on1 (stereo not given) ?
inhibitors of VEEV: 0.2%; H37Rv inhibition: -3%; influenza NS1A: 2%; M. tuberculosis: 36%; Salmonella PhoP GFP: -8%

Results for c1ccc(C2Nc3ccccc3-c3nc4ccccc4n32)nc1 (stereo not given) ?
inhibitors of VEEV: 3.1%; H37Rv inhibition: -11%; influenza NS1A: 0%; M. tuberculosis: 38%; Salmonella PhoP GFP: 2%

What do the screens show for `Brc1ccc(/C=N/N2CCN(C3c4ccccc4-c4ccccc43)CC2)s1`?
inhibitors of VEEV: inactive; H37Rv inhibition: -2%; influenza NS1A: 9%; M. tuberculosis: -6%; Salmonella PhoP GFP: 18%

How did CCCCCC1=NN2C(=O)CC(=O)N=C2S1 do in these assays?
inhibitors of VEEV: 0.1%; H37Rv inhibition: -13%; influenza NS1A: -11%; M. tuberculosis: 7%; Salmonella PhoP GFP: -1%

Results for CC1CC(C)CN(S(=O)(=O)N2CCCC(C(=O)NCCc3ccccc3)C2)C1 (stereo not given) ?
inhibitors of VEEV: inactive; H37Rv inhibition: -1%; influenza NS1A: -5%; M. tuberculosis: -2%; Salmonella PhoP GFP: 6%

How did COc1ccc(NC(=O)N(C)C[C@H]2Oc3ccc(NS(=O)(=O)c4ccccc4)cc3C(=O)N([C@H](C)CO)C[C@@H]2C)cc1 do in these assays?
inhibitors of VEEV: 0.1%; influenza NS1A: -8%

How did CCCc1nnc2n1N=C(c1ccc([N+](=O)[O-])cc1)CS2 do in these assays?
inhibitors of VEEV: 5.3%; H37Rv inhibition: -5%; influenza NS1A: 0%; M. tuberculosis: -19%; Salmonella PhoP GFP: 7%

Results for CCOC(=O)Cn1c(-c2ccccc2)cc(SC)c(C#N)c1=O ?
inhibitors of VEEV: 0.9%; H37Rv inhibition: 13%; influenza NS1A: 2%; Salmonella PhoP GFP: -5%

Results for CCOc1ccc(CNc2ccc(N3CCOCC3)c(C(=O)O)c2)cc1 ?
inhibitors of VEEV: 0.3%; H37Rv inhibition: -1%; influenza NS1A: -15%; M. tuberculosis: -6%; Salmonella PhoP GFP: -2%

Results for Cn1cccc1/C=C1\CCC/C(=C\c2cccn2C)C1=O ?
inhibitors of VEEV: 3.9%; H37Rv inhibition: 47%; influenza NS1A: 27%; M. tuberculosis: 24%; Salmonella PhoP GFP: -54%

What do the screens show for `COc1ccc2nc(NC(=O)CSc3nnc(N)s3)sc2c1`?
inhibitors of VEEV: inactive; H37Rv inhibition: 6%; influenza NS1A: 2%; M. tuberculosis: -8%; Salmonella PhoP GFP: -13%

What do the screens show for `O=C(Nc1cccc(/C=C/c2ccccn2)c1)c1ccc(-n2cncn2)c([N+](=O)[O-])c1`?
inhibitors of VEEV: 7.0%; H37Rv inhibition: 54%; influenza NS1A: 2%; M. tuberculosis: 14%; Salmonella PhoP GFP: 12%

How did Cc1cc(C)c(OCC(=O)OC(C)C(=O)N2CCc3ccccc32)c(C)c1 (stereo not given) do in these assays?
inhibitors of VEEV: inactive; H37Rv inhibition: 15%; influenza NS1A: -2%; M. tuberculosis: 38%; Salmonella PhoP GFP: -7%

Results for Cc1ccc(NC(=O)c2cccnc2)c([N+](=O)[O-])c1 ?
inhibitors of VEEV: 1.2%; H37Rv inhibition: 4%; influenza NS1A: 6%; M. tuberculosis: -8%; Salmonella PhoP GFP: 3%

Results for Cc1ccc(-c2nn(C)c(=O)c3ccccc23)cc1CNC(=O)c1ccco1 ?
inhibitors of VEEV: 10%; H37Rv inhibition: 5%; influenza NS1A: -14%; M. tuberculosis: -1%; Salmonella PhoP GFP: 8%

What do the screens show for `Cc1oc2nc(SCC(=O)NC3CCCCC3)nc(N)c2c1C`?
inhibitors of VEEV: 0.9%; H37Rv inhibition: 3%; influenza NS1A: -20%; M. tuberculosis: 16%; Salmonella PhoP GFP: 1%

What do the screens show for `N#C/C(=C\c1c(N2CCCCC2)nc2ccccn2c1=O)C(=O)NCc1ccco1`?
inhibitors of VEEV: 9.1%; H37Rv inhibition: -7%; influenza NS1A: 15%; M. tuberculosis: -12%; Salmonella PhoP GFP: -3%

Results for CC1=C(C)CC(C(=O)NC2CCN(C(C)C)CC2)C(C(=O)O)C1 (stereo not given) ?
inhibitors of VEEV: 1.2%; H37Rv inhibition: 7%; influenza NS1A: 5%; M. tuberculosis: -2%; Salmonella PhoP GFP: -5%

Results for COc1ccc(C(=O)OCC(=O)Nc2ccc(N3CCOCC3)cc2)cc1 ?
inhibitors of VEEV: 0.9%; H37Rv inhibition: 13%; influenza NS1A: -4%; M. tuberculosis: -4%

Results for Cc1ccc(NC(=O)CCC(=O)N2CCN(S(=O)(=O)c3ccc(C)cc3)CC2)cc1 ?
inhibitors of VEEV: 2.0%; H37Rv inhibition: 2%; influenza NS1A: -2%; M. tuberculosis: 37%

Results for O=C1CCSc2cccc3cccc(c23)N1 ?
inhibitors of VEEV: 0.2%; H37Rv inhibition: 7%; influenza NS1A: -1%; M. tuberculosis: 3%; Salmonella PhoP GFP: 0%

How did COC(=O)c1ccccc1NC(=O)Cn1nc2n(C)c3ccccc3n2c(=O)c1=O do in these assays?
H37Rv inhibition: 10%; M. tuberculosis: 6%; Salmonella PhoP GFP: 6%

Results for O=C(Oc1ccc2ccc(O)cc2c1)c1ccccc1Cl ?
inhibitors of VEEV: inactive; H37Rv inhibition: inconclusive; influenza NS1A: -7%; M. tuberculosis: inconclusive; Salmonella PhoP GFP: -4%

Results for CC(C)(C)OC(=O)NCC(=O)NCC(=O)OCc1ccccc1 ?
inhibitors of VEEV: 0.1%; H37Rv inhibition: -7%; influenza NS1A: -3%; M. tuberculosis: -3%; Salmonella PhoP GFP: -1%

How did O=C(CC1CCCCC1)NCc1ccccc1 do in these assays?
inhibitors of VEEV: inactive; H37Rv inhibition: 5%; influenza NS1A: -6%; M. tuberculosis: 5.9µM*; Salmonella PhoP GFP: -5%

Results for O=c1[nH]nc(CNc2ccc(C(F)(F)F)cc2)c2ccccc12 ?
inhibitors of VEEV: inactive; H37Rv inhibition: 8%; influenza NS1A: -23%; M. tuberculosis: 37%; Salmonella PhoP GFP: -4%

Results for COc1ccc(NC(C)=O)cc1NC(=O)c1cccc(S(=O)(=O)N2CCc3ccccc32)c1 ?
inhibitors of VEEV: 8.5%; H37Rv inhibition: -6%; influenza NS1A: -21%; M. tuberculosis: 10%

Results for CCN(CC(=O)Nc1c(F)cccc1F)C(=O)c1ccc(OCC(=O)N2CCOCC2)c(OC)c1 ?
inhibitors of VEEV: 3.1%; influenza NS1A: 2%

Results for CC(=O)NN1C(=O)/C(=C/c2ccc(Br)o2)SC1=S ?
inhibitors of VEEV: 2.2%; H37Rv inhibition: -4%; influenza NS1A: 12%; M. tuberculosis: -12%; Salmonella PhoP GFP: -7%

How did CCN(CC)CCNC(=O)C12CC3CC(C)(CC(C)(C3)C1)C2 do in these assays?
inhibitors of VEEV: inactive; H37Rv inhibition: -7%; influenza NS1A: -10%; M. tuberculosis: 2%; Salmonella PhoP GFP: 2%

What do the screens show for `[O-]/[N+](=N\Nc1ccc(Cl)cc1)c1ccccc1`?
inhibitors of VEEV: 0.3%; influenza NS1A: -2%

How did Cc1ccc(-c2nc(N)n(C(=O)Cc3ccccc3)n2)cc1 do in these assays?
inhibitors of VEEV: 2.2%; H37Rv inhibition: 1%; influenza NS1A: -3%; M. tuberculosis: -5%; Salmonella PhoP GFP: 3%

What do the screens show for `Cc1ccc(C)c(NC(=O)C2CCCN2C(=O)NC2CCCCC2)c1` (stereo not given)?
inhibitors of VEEV: 0.2%; H37Rv inhibition: 1%; influenza NS1A: -9%; M. tuberculosis: 7%; Salmonella PhoP GFP: -5%

Results for Cc1ccccc1C(=O)Nc1nnc(CC(=O)N/N=C/c2ccncc2)s1 ?
inhibitors of VEEV: 0.6%; H37Rv inhibition: 0%; M. tuberculosis: -11%; Salmonella PhoP GFP: 7%

What do the screens show for `O=C(NC1CCCCCCC1)c1cnccn1`?
inhibitors of VEEV: inactive; H37Rv inhibition: -9%; influenza NS1A: -3%; M. tuberculosis: 70%; Salmonella PhoP GFP: 16%

Results for CC(=O)Nc1ccc(NC(=O)C(C)c2cccc(C(=O)c3ccccc3)c2)cc1 (stereo not given) ?
inhibitors of VEEV: 0.1%; H37Rv inhibition: 4%; influenza NS1A: 1%; M. tuberculosis: 17%; Salmonella PhoP GFP: -6%

What do the screens show for `Cc1oc(-c2ccc(Cl)cc2)nc1CS(=O)CC(=O)NCCCN(C)C1CCCCC1` (stereo not given)?
inhibitors of VEEV: 6.5%; H37Rv inhibition: -17%; influenza NS1A: 0%; M. tuberculosis: 28%; Salmonella PhoP GFP: 8%

What do the screens show for `CC(NC(=O)c1c(O)c2ccccc2n(C)c1=O)c1ccccc1` (stereo not given)?
inhibitors of VEEV: 2.2%; H37Rv inhibition: -7%; influenza NS1A: -5%; M. tuberculosis: -9%; Salmonella PhoP GFP: 6%

How did CCCCOc1ccc(-c2nnn(CC(=O)c3c[nH]c4ccccc34)n2)cc1 do in these assays?
inhibitors of VEEV: 6.6%; H37Rv inhibition: 2%; influenza NS1A: -5%; M. tuberculosis: -6%; Salmonella PhoP GFP: 5%

Filtered by structure, the compounds so far with an aryl thioether with sulfur outside any ring
Results for CCOC(=O)Cn1c(-c2ccccc2)cc(SC)c(C#N)c1=O ?
inhibitors of VEEV: 0.9%; H37Rv inhibition: 13%; influenza NS1A: 2%; Salmonella PhoP GFP: -5%

What do the screens show for `COc1ccc2nc(NC(=O)CSc3nnc(N)s3)sc2c1`?
inhibitors of VEEV: inactive; H37Rv inhibition: 6%; influenza NS1A: 2%; M. tuberculosis: -8%; Salmonella PhoP GFP: -13%

What do the screens show for `Cc1oc2nc(SCC(=O)NC3CCCCC3)nc(N)c2c1C`?
inhibitors of VEEV: 0.9%; H37Rv inhibition: 3%; influenza NS1A: -20%; M. tuberculosis: 16%; Salmonella PhoP GFP: 1%

Among those listed so far, these have a Cl atom:
Results for O=C(Oc1ccc2ccc(O)cc2c1)c1ccccc1Cl ?
inhibitors of VEEV: inactive; H37Rv inhibition: inconclusive; influenza NS1A: -7%; M. tuberculosis: inconclusive; Salmonella PhoP GFP: -4%

What do the screens show for `[O-]/[N+](=N\Nc1ccc(Cl)cc1)c1ccccc1`?
inhibitors of VEEV: 0.3%; influenza NS1A: -2%

What do the screens show for `Cc1oc(-c2ccc(Cl)cc2)nc1CS(=O)CC(=O)NCCCN(C)C1CCCCC1` (stereo not given)?
inhibitors of VEEV: 6.5%; H37Rv inhibition: -17%; influenza NS1A: 0%; M. tuberculosis: 28%; Salmonella PhoP GFP: 8%
